High-throughput results: PubChem BioAssay, National Center for Advancing Translational Sciences (NCATS)
KDM4E inh: inhibitors of human JMJD2E histone demethylase; Potency, µM (series often up to 57.1 µM), for the others: at the top dose activity change, negative = inhibition, usual class: inhibitors; JMJD2E catalytic domain, FDH-coupled NADH fluorescence (FDH is formaldehyde dehydrogenase); AID 2147; B2RXH2; 230,000 tested, 1.6% active; active means well fitted inhibition curve with a large enough effect, not every such curve was filed as active; inconclusive means small, poorly fitted or top-dose-only effect, or another doubt; inactive means no such curve, though single readings can be large or run the other way;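 further: 0% = wells with enzyme and -100% = buffer wells without enzyme; nearly all actives have a fitted effect of over 50% in size; many of its hits are not listed in these tables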
TRb-SRC2 inh: inhibitors of human thyroid hormone receptor beta-SRC2 interaction | 280,000 tested, 0.065% active | TRbeta-SRC2 peptide binding, fluorescence polarization; receptor liganded with 1 µM T3 | Potency, µM (series often up to 106 µM), for inactives: at the highest dose activity change, negative = inhibition, usual class: inhibitors | AID 1469 | P10828;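 further: plate controls were bound peptide for no effect and peptide without receptor for full effect; nearly all actives have a fitted effect of over 50% in size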
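Human TRb LBD (0.6 uM) plus Texas Red-labeled SRC2 peptide (20 nM), 1uM T3, 5% DMSO, 5 hr at ambient temperature. Decreased polarization (555/632 nm) flags inhibition; data normalized to free and bound peptide controls.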
RECQ1 inh: RECQ1 (human) helicase inhibition; P46063; RECQ1 DNA unwinding, red fluorescence kinetic read; Potency, µM (top dose mostly 57.3 µM), for the others: at the top dose activity, negative = inhibition, usual class: inhibitors; 240,000 tested, 0.54% active;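 further: plate controls were vehicle for no effect and no enzyme for full effect; nearly all actives have a fitted effect of over 30% in size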
Target sequence (P46063 whole entry, looked up): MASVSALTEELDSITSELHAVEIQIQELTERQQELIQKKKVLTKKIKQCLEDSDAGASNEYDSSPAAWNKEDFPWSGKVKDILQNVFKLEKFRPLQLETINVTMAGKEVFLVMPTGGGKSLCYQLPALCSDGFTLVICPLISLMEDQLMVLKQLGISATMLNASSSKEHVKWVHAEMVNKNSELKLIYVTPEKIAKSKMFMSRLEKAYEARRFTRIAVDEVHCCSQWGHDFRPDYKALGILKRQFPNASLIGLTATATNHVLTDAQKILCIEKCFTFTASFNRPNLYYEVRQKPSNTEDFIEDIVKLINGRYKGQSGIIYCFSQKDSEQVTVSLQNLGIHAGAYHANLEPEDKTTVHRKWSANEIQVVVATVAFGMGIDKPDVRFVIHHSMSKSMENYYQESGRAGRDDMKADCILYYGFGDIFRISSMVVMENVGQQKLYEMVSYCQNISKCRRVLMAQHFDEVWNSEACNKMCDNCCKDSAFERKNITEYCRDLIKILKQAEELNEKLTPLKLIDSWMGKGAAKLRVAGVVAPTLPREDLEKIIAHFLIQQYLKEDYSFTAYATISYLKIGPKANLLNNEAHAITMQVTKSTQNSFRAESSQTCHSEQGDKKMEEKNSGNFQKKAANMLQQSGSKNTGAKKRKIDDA
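50 nM RECQ1T1 preincubated 15 min with compound in Tris pH 8.0 buffer with MgCl2, DTT, Tween-20 and 2.5 ug/ml poly(dI-dC); started with 200 nM TAMRA/BHQ-2 forked duplex and 2 mM ATP. Unwinding read as fluorescence (525/598 nm), two reads 2 h apart.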
TexasRed fluor: Texas Red fluorescence interference in TRb-SRC2 counter-screen. Potency, µM (doses to about 106 µM), without a hit: at the highest dose fluorescence change, negative = quenching. TRb/SRC2 Texas Red total fluorescence interference. 280,000 tested, 0.29% active. AID 1479; active means well fitted curve in either direction with a large enough effect; inconclusive means small, poorly fitted or top-dose-only effect
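Human TRβ ligand-binding domain (0.6 uM) and Texas Red SRC2 peptide (20 nM) in Tris buffer with 1 uM T3 and 5% DMSO were incubated with pinned compound for 5 hr at ambient temperature. Total fluorescence was computed as S + 2P (555/632 nm).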
RGS12 GoLoco inh: blocks human Gai1 binding to RGS12 GoLoco peptide, red readout | Gai1:RGS12 GoLoco peptide FP, rhodamine, 10 min | AID 880 | Potency, µM (series often up to 61.6 µM), for the others: at the top dose activity, negative = inhibition, actives largely listed as inhibitors | 230,000 tested, 0.44% active; active means well fitted inhibition curve with a large enough effect, not every such curve was filed as active; inactive means no such curve, though single readings can be large or run the other way; further: nearly all actives have a fitted effect of over 30% in size; many of its hits are not listed in these tables
Tau fibril FP: blocks human tau fibril formation measured by polarization; P10636; K18 P301L tau heparin fibrillization, Alexa594 FP, 6 h; Potency, µM (titrated, usually from 57.7 µM), for inactives: top-dose activity, negative = inhibition, hits mostly inhibitors; 280,000 tested, 0.39% active; AID 1468; further: nearly all actives have a fitted effect of over 55% in size
Target sequence (P10636 561-689 P618L limits assumed): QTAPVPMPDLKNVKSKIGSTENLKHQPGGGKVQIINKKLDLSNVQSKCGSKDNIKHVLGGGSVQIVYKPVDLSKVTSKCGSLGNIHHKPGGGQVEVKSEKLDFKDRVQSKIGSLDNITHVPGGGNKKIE
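FP of Alexa 594-tau after heparin (20 uM) induction. Substrate: human K18 P301L, 15 uM unlabeled, 0.24 uM labeled. Buffer 100 mM sodium acetate pH 7. 6 hr, 37 C.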
L3MBTL1 block: blocks human L3MBTL1; Q9Y468; 230,000 tested, 0.66% active; AlphaScreen L3MBTL1–H3K9me1 peptide binding; Potency, µM (series often up to 57.1 µM), for inactives: at the top dose activity, negative = inhibition, usual class: inhibitors; further: nearly all actives have a fitted effect of over 60% in size
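Read-out is AlphaScreen signal from streptavidin donor and nickel chelate acceptor beads (10 ug/mL final each) bridging L3MBTL1 (50 nM) and biotinylated K9-monomethylated H3(1-15) peptide (75 nM), after 30 min compound exposure at room temperature.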
Tau ThT inhib: blocks human tau fibril formation measured by thioflavin T; P10636; recombinant tau K18 P301L (four-repeat tau fragment), heparin-induced fibrillization, ThT fluorescence; Potency, µM (top dose mostly 57.4 µM), for inactives: at the highest dose activity, negative = inhibition, hits mostly inhibitors; 270,000 tested, 2.1% active; further: nearly all actives have a fitted effect of over 55% in size
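Heparin-induced (20 uM) aggregation of recombinant human K18 P301L tau, 15 uM unlabeled with 0.24 uM labeled, pH 7 acetate buffer, 6 hr at 37 C with compound. Fibrils quantified by 30 uM ThT fluorescence after 1 hr ambient incubation.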
Starred values were filed as active, the others as inactive; i = inactive; ? = inconclusive; · = no result given; & = joins results of further samples; [ ] = another dose, or the depositor's remark. Unless noted, the call rests on the fitted dose curve; in most records, active means well fitted curve in the direction sought with a large enough effect; inconclusive means small, poorly fitted or top-dose-only effect, or another doubt; inactive means no such curve, though single readings can be large; an effect the other way counts as inactive or inconclusive. Unless noted, on the % scale 0 is the no-effect control and ±100 the full control effect; potency means the concentration at half of the fitted maximal effect.

The opening ten compounds, to show the layout:
mol | KDM4E inh | TRb-SRC2 inh | RECQ1 inh | TexasRed fluor | RGS12 GoLoco inh | Tau fibril FP | L3MBTL1 block | Tau ThT inhib
O=C(COC(=O)c1cc(=O)[nH]c2ccccc12)Nc1nccs1 | ? | 7% | -26% | -1% | 2% | -4% | -13% | -11%
CC1CCN(CCCn2c(=S)[nH]c3c(sc4ccccc43)c2=O)CC1 | -4% | -6% | 7% | -5% | -10% | 6% | -2% | 6%
CS(=O)(=O)c1ccc2nc(NC(=O)C3CCCO3)sc2c1 (stereo unspecified) | 1% | -5% | i | 1% | 7% | -7% | 8% | 0%
O=C(Nc1cccc(Cl)c1)O/N=C\c1ccncc1 | 3% | -3% | -3% | -2% | 9% | -7% | -5% | -4%
O=C1C2CC=C(Cl)CC2C(=O)N1CCN1CCOCC1 (stereo unspecified) | 1% | -4% | i | -1% | 8% | 2% | · | -3%
c1ccc(-c2nc3cnccn3c2Nc2ccc3c(c2)OCCO3)cc1 | 2% | -3% | -6% | -5% | 13% | 10% | -12% | -14%
Cc1cc(=O)[nH]c(SCCCOc2ccc(F)cc2)n1 | 2% | -2% | 8% | 1% | 0% | -5% | · | -14%
COc1ccccc1OCC(=O)O | 7%&4% | 8%&3% | 11% | 0%&4% | 13%&9% | 1%&-2% | 4%&8% | 2%&-5%
CCc1nc(SCC(=O)Nc2ccc(C(=O)O)cc2)n[nH]1 | -10% | 12% | -5% | -1% | 9% | -4% | · | -11%
COC(=O)c1ccc(Cl)cc1NC(=O)Nc1nnc(N2CCCC2)s1 | · | -10% | · | -3% | · | 1% | · | 1%

The list itself, previewed entries included:
mol | KDM4E inh | TRb-SRC2 inh | RECQ1 inh | TexasRed fluor | RGS12 GoLoco inh | Tau fibril FP | L3MBTL1 block | Tau ThT inhib
O=C(COC(=O)c1cc(=O)[nH]c2ccccc12)Nc1nccs1 | ? | 7% | -26% | -1% | 2% | -4% | -13% | -11%
CC1CCN(CCCn2c(=S)[nH]c3c(sc4ccccc43)c2=O)CC1 | -4% | -6% | 7% | -5% | -10% | 6% | -2% | 6%
CS(=O)(=O)c1ccc2nc(NC(=O)C3CCCO3)sc2c1 (stereo unspecified) | 1% | -5% | i | 1% | 7% | -7% | 8% | 0%
O=C(Nc1cccc(Cl)c1)O/N=C\c1ccncc1 | 3% | -3% | -3% | -2% | 9% | -7% | -5% | -4%
O=C1C2CC=C(Cl)CC2C(=O)N1CCN1CCOCC1 (stereo unspecified) | 1% | -4% | i | -1% | 8% | 2% | · | -3%
c1ccc(-c2nc3cnccn3c2Nc2ccc3c(c2)OCCO3)cc1 | 2% | -3% | -6% | -5% | 13% | 10% | -12% | -14%
Cc1cc(=O)[nH]c(SCCCOc2ccc(F)cc2)n1 | 2% | -2% | 8% | 1% | 0% | -5% | · | -14%
COc1ccccc1OCC(=O)O | 7%&4% | 8%&3% | 11% | 0%&4% | 13%&9% | 1%&-2% | 4%&8% | 2%&-5%
CCc1nc(SCC(=O)Nc2ccc(C(=O)O)cc2)n[nH]1 | -10% | 12% | -5% | -1% | 9% | -4% | · | -11%
COC(=O)c1ccc(Cl)cc1NC(=O)Nc1nnc(N2CCCC2)s1 | · | -10% | · | -3% | · | 1% | · | 1%
O=C(O)c1cccc(-n2cccc2/C=C2/NC(=O)N(c3ccc(Cl)cc3)C2=O)c1 | ? | ? | 32µM* | 18µM*[quencher] | -8% | -12% | 0.79µM* | -19%
COCCN(C(=O)CNC(=O)c1ccco1)C(C(=O)NC1CCCCC1)c1cccs1 (stereo unspecified) | -2% | -18% | 5% | -2% | 9% | 1% | 0% | -8%

The list goes on.
mol | KDM4E inh | TRb-SRC2 inh | RECQ1 inh | TexasRed fluor | RGS12 GoLoco inh | Tau fibril FP | L3MBTL1 block | Tau ThT inhib
CN(Cc1nc(-c2cnccn2)no1)CC1(c2ccccc2)CC1(C)C (stereo unspecified) | 7% | -5% | i | -6% | -6% | -5% | 12% | -1%
CCOC(=O)CSc1nnc(-c2cccnc2)o1 | 6% | -6% | -6% | -1% | 4% | 3% | -5% | 4%
COc1cc(-c2nnc(COc3ccc(Cl)cc3C)o2)cc(OC)c1OC | -13% | -1% | -10% | 1% | 4% | 0% | · | -13%
COc1ccccc1C(=O)NCC(=O)OCC(=O)Nc1cccc(S(=O)(=O)N(C)C)c1 | 8% | -12% | i | 1% | 3% | 1% | 5% | 3%
CCCCc1nc2n[nH]c(N)c2c2c1CCCC2 | 11% | 1% | i | 1% | 1% | 0% | · | ?
Cc1cc(-n2c(SCC(=O)NCc3ccccc3)nc3ccsc3c2=O)ccc1Cl | · | 5% | · | -2% | · | -1% | · | -6%
CCN(CC)S(=O)(=O)c1ccc(NC(=O)[C@H](CCSC)N2Cc3ccccc3C2=O)cc1 | · | 0% | · | 0% | · | 5% | · | -3%
COc1ccc(NC(=O)CSc2nnc(-c3ccc(C)cc3)n2N)cc1 | 3% | 5% | -6% | 1% | 3% | 8% | 3% | -17%
N#C/C(=C\C=C\c1ccccc1)C(=O)Nc1ccccc1 | -15% | 7% | i | 2% | -5% | 0% | 1% | -8%
Cc1ccc(NC(=O)c2cccc(C(=O)OC(C)C)n2)c(Br)c1 | 3% | 7% | -2% | -2% | -1% | 2% | · | ?
O=C1CC(c2cccc(Oc3ccccc3)c2)NC(=O)N1 (stereo unspecified) | -2% | -12% | -7% | 0% | -5% | -3% | -2% | -1%
Brc1ccc2oc3c(N4CCOCC4)ncnc3c2c1 | -4% | -1% | -7% | 2% | 0% | 7% | -1% | ?

The results go on:
mol | KDM4E inh | TRb-SRC2 inh | RECQ1 inh | TexasRed fluor | RGS12 GoLoco inh | Tau fibril FP | L3MBTL1 block | Tau ThT inhib
CC(=O)N1CCc2cc(Br)cc(S(=O)(=O)N3CCCCCC3)c21 | 0% | 6% | 14% | 1% | 6% | 4% | 3% | -14%
COc1ccc(CCNC(=O)CSc2nc(-c3ccco3)cc(C(F)(F)F)n2)cc1 | -4% | -7% | -7% | -2% | -6% | 0% | 1% | -5%
COC(=O)c1nnn(Cc2ccccc2)c1N | 5% | -7% | i | -9% | 0% | -4% | -1% | 2%
Cc1ccc(-c2nn3c(C)nnc3s2)cc1NC(=O)c1ccc(OC(C)C)cc1 | 8% | 3% | -1% | 0% | 13% | 9% | -9% | 0%
COc1ccc(CN2C(=O)N(c3ccccc3)C(=O)C2CC(=O)Nc2ccccc2)cc1OC (stereo unspecified) | -5% | -6% | -12% | 1% | -3% | -1% | · | -12%
CCCCN(NC(C)=O)c1nc(Cl)nc(NC(C)C)n1 | 3% | -4% | -8% | -2% | 0% | -1% | · | -13%
Cc1cc(C)cc(NS(=O)(=O)c2ccc3oc(=O)ccc3c2)c1 | 4% | -3% | -7% | 1% | -7% | -7% | · | -4%
CCN(CC)C(=O)CC1(c2ccccc2OC)CCOC(C(C)C)C1 (stereo unspecified) | 18% | -2% | -4% | 0% | 12% | 2% | · | -16%
CCOC(=O)c1cccc(NC(=O)c2cccs2)c1 | 2% | -8% | -4% | 0% | 4% | -3% | -1% | -10%
COc1ccc(OC)c(N=Cc2c(O)[nH]c3ccccc23)c1 | ? | · | -18% | · | 5% | 13% | ? | -9%
COc1ccccc1N1CCN(CC(O)COCc2cccs2)CC1 (stereo unspecified) | -2% | 5% | -8% | -6% | 4% | 0% | 8% | -3%
O=C(COC(=O)c1ccc2c(c1)OCCO2)Nc1cccc(S(=O)(=O)N2CCOCC2)c1 | -5% | 7% | -3% | 1% | -1% | -11% | 2% | 3%

Further results.
mol | KDM4E inh | TRb-SRC2 inh | RECQ1 inh | TexasRed fluor | RGS12 GoLoco inh | Tau fibril FP | L3MBTL1 block | Tau ThT inhib
C=C(C[C@]1(C(=O)OC)CC2(CC=C(C)C)C(=O)C(C(=O)CC(C)C)=C(O)C(CC=C(C)C)(C1)C2=O)C(=O)OC (stereo partly specified) | -2% | 5% | -1% | -1% | -1% | 9% | · | -5%
CCOC(=O)C1CCc2nc3ccccc3c(=O)n21 (stereo unspecified) | 1% | 4% | i | 1% | -2% | 4% | 0% | 2%
Cc1sc(=NC(=O)c2ccco2)n(C)c1-c1ccccc1 | -23% | 1% | -4% | 0% | 11% | -7% | -1% | -10%
Cc1onc(-c2ccccc2Cl)c1C(=O)OCC(=O)Nc1ccc2c(c1)OCO2 | -1% | -1% | -20% | 0% | -15% | -4% | -4% | -12%
NS(=O)(=O)c1ccc(CNC(=O)c2cc(-c3ccccc3)nc3ccccc23)cc1 | ? | -6% | 2% | 1% | 10% | -19% | · | -8%
COc1ccc(NC(=O)C(NC(=O)c2ccc(=O)[nH]c2)c2ccc(OC)cc2)cc1 (stereo unspecified) | 7% | 6% | -3% | -3% | -1% | -1% | 7% | 0%
CN(C)S(=O)(=O)N(CC(=O)N1CCC(Cc2ccccc2)CC1)c1ccccc1 | 8% | -3% | 21% | 1% | 0% | -2% | 5% | -1%
O=C(Cc1c(Cl)cccc1Cl)NCCc1ccc(Cl)cc1 | 0% | -10% | 1% | 0% | 4% | 0% | -1% | 0%
CC1(C)CC(=O)/C(=C(/O)CCCN2C(=O)c3ccccc3C2=O)C(=NC(C)(C)C)C1 | 6% | 3% | -5% | -1% | -4% | 6% | 16% | 4%
COC(=O)c1ccc(CSc2nc3ccccc3c(=O)n2CC(C)C)o1 | 4% | 0% | -17% | 2% | 4% | -3% | 1% | ?
Cc1ccc(S(=O)(=O)N(CC(=O)N(C)C)c2cccc([N+](=O)[O-])c2)cc1 | 4% | -2% | i | 2% | 5% | 1% | 2% | 4%
CCCN1CN(CCc2ccccc2)CNC1=S | -2% | 8% | 1% | 11% | -22% | 4% | -3% | -7%

These rows are one share of the data; the hit share may differ from the screen's.
